human PMI inhibition – inhibitors of human PMI, primary screen, biochemical, fluorescence intensity, coupled assay (AID 1209). purified PMI enzyme, coupled fluorescence intensity; higher % means a stronger effect. actives 0.42% (n = 190,000). inhibition, % at 20 µM, or IC50 in µM where a hit was titrated;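 also: plate controls were DMSO vehicle for no effect and wells lacking substrate for full effect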
LYP inhibition – inhibitors of LYP phosphatase, biochemical, fluorescence intensity, uHTS (AID 1779); recombinant LYP phosphatase, fluorescence intensity; higher % means a stronger effect; inhibition, % at 11.5 µM; hits with a dose series show IC50 in µM; actives 0.054% (n = 290,000); Tyrosine-protein phosphatase non-receptor type 22 (Homo sapiens);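 also: plate controls were vehicle with enzyme for no effect and no enzyme for full effect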
TNAP activation fold – human TNAP enzyme activators, primary screen, biochemical, luminescent, no phosphate acceptor, uHTS (AID 1001) | activation fold at 20 µM, or EC50 in µM where a hit was titrated | purified TNAP, luminescent activation assay, no phosphate acceptor; higher activation fold means a stronger effect | actives 0.03% (n = 200,000) | Alkaline phosphatase, tissue-nonspecific isozyme (Homo sapiens); in the data active = activation fold from about 3, or a potency from the dose series; inactive = the rest, 99 in 100 with activation fold below about 1.6; also: many of its hits are not listed in these tables
P. falciparum M17LAP – P. falciparum M17LAP inhibitors, primary screen, biochemical, fluorogenic H-Leu-NHMec substrate, 1536-well (AID 1619). Leucine aminopeptidase (Plasmodium falciparum (isolate 3D7)). recombinant M17LAP, H-Leu-NHMec fluorogenic kinetic assay; higher % means a stronger effect. inhibition, % at 30 µM; hits with a dose series show IC50 in µM. actives 0.38% (n = 220,000);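 active = compound inhibiting the enzyme by more than half at any dose during confirmatory dose-response retesting; inconclusive = strong single-dose inhibitors picked by rank but not retested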;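 also: plate controls were full reaction with DMSO carrier for no effect and no enzyme background for full effect; strong numbers were not always called active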
WT yeast gro inh – growth inhibition of WT strain, primary screen, mitochondrial fusion inhibitor project, WT and mutant strains, chemical genetic. mitochondrial fusion phenotypic screen. AID 1362, 2008. actives 2.1% (n = 190,000). inhibition, % at 10 µM; in the data active = inhibition above about 58%; tested in S. cerevisiae
human PMI inhibitors – human PMI inhibitors, high substrate, primary screen, biochemical, fluorescence intensity, high mannose 6-phosphate (AID 1220) | Mannose-6-phosphate isomerase (Homo sapiens) | recombinant PMI enzyme, coupled fluorescence intensity; higher % means a stronger effect | inhibition, % at 20 µM; hits with a dose series show IC50 in µM | actives 0.66% (n = 190,000)
Yfh1-off respiration – enhancers of respiration in Yfh1-depleted yeast, dose response, Friedreich's ataxia, plus single-dose screen (AID 1465); actives 0.074% (n = 220,000); fold induction at 50 µM, or EC50 in µM where a hit was titrated; S. cerevisiae Yfh1-off respiration, WST-1 reduction, 72 h; higher fold induction means a stronger effect;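 active = fold induction of absorbance versus untreated yeast above a set limit, then at least 30% activation at any dose in follow-up; inconclusive = repeats straddling the limit, or above it without dose testing; inactive = fold induction below the set limit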;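 also: activators that raise dye reduction in frataxin-depleted yeast; strong numbers were not always called active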
XIAP displacement – XIAP antagonists, biochemical, IAP family, fluorescence polarization (AID 1018) | E3 ubiquitin-protein ligase XIAP (Homo sapiens) | actives 0.007% (n = 200,000) | displacement, % at 20 µM, or IC50 in µM where a hit was titrated | XIAP BIR domain, fluorescence polarization peptide displacement; higher % means a stronger effect; in the data active = displacement above about 50%; also: a part of the inactive calls stands beside numbers as strong as those of hits
P. falciparum M1AAP – P. falciparum M1AAP inhibitors, biochemical, fluorogenic H-Leu-NHMec substrate, 1536-well (AID 1445). Aminopeptidase N (Plasmodium falciparum (isolate 3D7)). recombinant M1AAP, H-Leu-NHMec fluorogenic kinetic assay; higher % means a stronger effect. inhibition, % at 30 µM, or IC50 in µM where a hit was titrated. actives 0.42% (n = 220,000);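 active = primary inhibition above the hit cutoff, then over 50% inhibition at one or more dose response concentrations, cut at about 23% in these data, passing the limit was not always enough; inconclusive = conflicting primary data, or primary hits not chosen for dose response; inactive = low primary inhibition, or under 50% at every dose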;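 also: plate controls were DMSO full reaction for no effect and no enzyme background for full effect; strong numbers were not always called active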
WT yeast gro inh mutant strain – second read-out of WT yeast gro inh, no call of its own (marks repeat the call); inhibition, %; mitochondrial fusion phenotypic screen, mutant strain inhibition
* hit, by the source's call; i = inactive; ? = inconclusive; · = no result given. Rule as the data show it, unless noted: active = inhibition above about 50%; inactive = the rest.

SMILES	human PMI inhibition	LYP inhibition	TNAP activation fold	P. falciparum M17LAP	WT yeast gro inh	WT yeast gro inh mutant strain	human PMI inhibitors	Yfh1-off respiration	XIAP displacement	P. falciparum M1AAP
O=C(Cc1n[nH]c(=O)c2ccccc12)NCc1ccccn1	16.4%	-4.8%	1.1	-7.6%	-2.0	-1.2	3.6%	i	-6.5%	2.3%
O=C(O)c1cccc(NC(=S)N/N=C/c2c[nH]c3ccccc23)c1	3.9%	5.8%	1.3	17.6µM*	-10.2	4.4	4.0%	i	-17.1%	?
COc1ccc2c(COC(=O)CCS(=O)(=O)c3ccccc3)cc(=O)oc2c1	-2.0%	-10.1%	1.1	-23.4%	-19.1	-30.5	1.3%	i	-23.0%	7.6%
CCOC(=O)C1CCN(C(=O)c2cn(C)c(=O)c3cc(OC)c(OC)cc23)CC1	2.5%	-7.7%	1	0.9%	4.2	-2.0	8.5%	i	-5.6%	0.8%
CC(=O)c1ccc(NC(=O)C(C)NCc2ccccc2Cl)cc1 (stereo not given)	-15.6%	-7.3%	1.1	-6.6%	-11.2	-22.4	-6.6%	i	-9.2%	1.1%
Cc1nn(C(C)(C)C)c(OC(=O)c2cccs2)c1Sc1ccccc1	10.0%	2.5%	1.1	-3.2%	82.9*	22.5*	5.4%	i	0.1%	1.8%
O=C(CSc1ccc(Cl)cc1)Nc1cccc(-c2nc3ccccc3[nH]2)c1	-19.0%	-0.6%	1	4.9%	-12.2	-0.9	-17.4%	i	-2.0%	-5.5%
Cc1cccc(C)c1NC(=S)NN(Cc1ccccc1)c1ccccc1	-1.4%	4.5%	1	0.5%	7.8	-8.3	-4.5%	i	-3.0%	11.5%
COc1ccc(Nc2nc(N)nc(CSc3n[nH]c(-c4ccccc4)n3)n2)cc1	0.6%	-1.7%	0.2	10.7%	-11.3	-11.6	-4.5%	i	1.9%	3.4%
CS(=O)(=O)c1ccc(C(=O)Nc2ccc(N3CCOCC3)cc2)c(Cl)c1	0.2%	-6.2%	1.1	-2.6%	-13.1	-7.1	5.5%	i	-0.8%	-0.9%
COC(=O)c1[nH]c2cc(OC)ccc2c1NC(=O)CCN1CCCC(C)(C)C1	0.5%	-3.3%	1.1	11.9%	-16.1	-8.0	0.1%	i	-0.9%	-1.3%
CCOc1ccccc1C(=O)Nc1nccs1	-11.9%	0.3%	1.1	-3.2%	5.4	0.5	-4.8%	i	-1.6%	2.4%
CCC(=O)Nc1nc2ccccc2n1Cc1ccc(C)cc1	1.6%	-6.2%	1.1	0.9%	13.1	-17.2	-4.3%	i	-6.0%	0.1%
CC(NC(=O)COC(=O)c1ccc([N+](=O)[O-])s1)c1ccccc1 (stereo not given)	7.3%	-2.7%	1.2	7.9%	5.4	-1.5	7.2%	i	2.4%	16.9%
COc1ccc(/C=N/NC(=O)CCc2n[nH]c(=O)[nH]c2=O)cc1O	4.9%	-4.2%	1	14.3%	-8.5	11.0	-2.2%	i	2.0%	8.8%
O=C(NC(=S)N1CCN(CCO)CC1)C12CC3CC(CC(C3)C1)C2	3.9%	-7.1%	1	1.1%	-3.5	0.7	7.1%	i	-10.4%	3.7%
NC(=O)c1ccc(Oc2ccc(Cl)cc2)c([N+](=O)[O-])c1	·	-7.8%	·	-5.3%	·	·	·	i	·	2.8%
Cn1nnc2c(C(N)=O)ncn2c1=O	3.9%	-0.2%	1.2	-5.2%	-8.1	-7.9	2.2%	i	-8.2%	-0.7%
Cc1cc(NC(=O)/C=C/c2ccc(Cl)cc2)no1	-7.2%	-5.6%	0.9	-9.1%	13.9	9.7	-10.3%	i	3.1%	-8.4%
C=CCc1cccc2cc(C(=O)Nc3ccc(S(=O)(=O)Nc4nnc(CC)s4)cc3)c(=O)oc12	-3.1%	71.3%*	1.1	36.7%	-11.5	0.8	-9.7%	i	-2.6%	11.6%
CC(C)(C)C(=O)C(Cc1ccccc1Cl)n1cncn1 (stereo not given)	1.1%	-10.5%	1	0.5%	-17.6	26.6	-1.1%	i	-6.8%	-3.2%
Cc1ccc(-c2ccc(C(=O)Nc3cccc(F)c3)o2)c2ccccc12	-16.5%	1.3%	1	5.5%	20.5	-12.5	10.8%	i	-8.7%	11.3%
CCOC(=O)c1cnc2ccc(OCC)cc2c1NCc1cccnc1	32.9%	-3.5%	0.9	-1.6%	2.3	-1.4	62.8%*	i	-3.2%	3.4%
CC1CCN(S(=O)(=O)c2ccc(NC(=O)CSc3nnnn3C)cc2)CC1	5.6%	-6.7%	1.1	11.8%	-1.8	-11.4	8.6%	i	-4.1%	0.2%
CSc1ccc(CNC(C)(C)CO)cc1	3.9%	-9.8%	1.1	-11.2%	14.6	-19.2	-6.4%	i	-9.2%	2.9%
Cc1ccccc1CNCc1cccnc1	7.3%	2.5%	1.1	-2.8%	11.1	1.8	9.9%	i	-5.4%	-1.1%
Cc1ccc(-c2cc(-c3ccccc3Cl)[nH]n2)c(O)c1	10.5%	-0.4%	1	4.1%	69.3*	67.0*	7.2%	i	-4.2%	0.3%
COc1cc2c(=O)c(-c3ccc(O)cc3)coc2cc1OC1OC(CO)C(O)C(O)C1O (stereo not given)	3.2%	-1.1%	1.1	0.7%	0.2	-14.4	12.9%	i	-13.5%	8.2%
CCOC(=O)c1nn(-c2ccc(OCC)cc2)c2nc(CC(C)C)c(C#N)c(=O)n12	4.9%	-8.3%	1.1	31.9%	10.4	11.0	4.8%	i	-0.5%	0.0%
CCN1CCN(c2cc(C)c3cc(NC(=O)c4cccc(OC)c4)ccc3n2)CC1	·	-1.4%	·	-4.7%	·	·	·	i	·	1.7%
CCOc1ccc(N2C(=O)Nc3ccccc3C2(O)C(=O)NCc2ccc(C)cc2)cc1 (stereo not given)	-3.0%	-3.1%	1.2	14.9%	-5.7	-1.8	2.5%	i	0.3%	-1.0%
Cc1ccc(C)c2c3c([nH]c12)-c1nonc1CC3	22.2%	-8.9%	1.1	-4.2%	54.3	-5.6	10.9%	i	-2.9%	4.3%
CCC(COC(C)=O)Nc1nc2c([nH]1)c(=O)n(C)c(=O)n2C (stereo not given)	·	-5.1%	·	1.2%	·	·	·	i	·	4.1%
Cc1ncc(S(=O)(=O)c2ccc(Cl)cc2)c(-c2ccccc2)n1	3.5%	-1.6%	1	-1.7%	-1.0	-1.5	4.2%	i	-11.0%	-2.3%
O=C(CSc1nnc(-c2ccccc2F)n1CCc1ccccc1)Nc1ccc2[nH]c(=O)[nH]c2c1	4.2%	-4.6%	1	-4.2%	14.7	7.8	5.0%	i	-2.6%	4.8%
C(=C\c1cc(/C=C/c2ccccc2)ncn1)/c1ccccc1	-0.3%	-4.2%	1	33.2%	-2.6	-7.1	-0.2%	i	-5.5%	0.1%
CC1CCN(S(=O)(=O)c2ccc3c(c2)oc(=O)n3CC(=O)NCc2ccc3c(c2)OCO3)CC1	4.3%	7.3%	0.9	12.3%	15.1	6.2	8.8%	i	-5.2%	3.9%
Cc1cc(C)cc(Nc2cc(=O)n(C3CCCCC3)c(=O)[nH]2)c1	12.2%	12.0%	0.9	-3.5%	-16.3	24.5	22.8%	i	-2.7%	5.9%
CCN1C(=O)/C(=C/C=C2/Sc3ccc4ccccc4c3N2CCO)SC1=S	1.2%	14.8%	1	0.1%	8.3	-4.0	-5.4%	i	-2.6%	3.7%
COc1ccc(-c2cc(C(=O)Nc3cc(C)on3)no2)cc1	-5.5%	-1.8%	1.1	-1.9%	5.5	7.6	-3.1%	i	2.2%	0.2%
C#CCOCCOCCOCCNc1nc(N2CCN(C(=O)[C@H]([C@@H](C)CC)n3cc([C@@H](N)Cc4ccc(O)cc4)nn3)CC2)nc(N2CCN(C(=O)[C@H](CCCCN)n3cc([C@@H](N)C(C)CC)nn3)CC2)n1 (stereo not given in full)	-5.4%	-14.2%	1.1	3.2%	-7.5	0.5	-12.7%	i	-4.2%	0.3%
O=C(Nc1ccc(Cl)c([N+](=O)[O-])c1)c1cnccn1	7.0%	0.1%	1	9.6%	7.3	2.6	19.5%	i	-3.0%	9.2%
Cc1cc(Br)c(NC(=O)COC(=O)CSc2nnc(-c3ccc(Cl)cc3)o2)c(Br)c1	-1.0%	-3.8%	1.1	8.0%	22.3	22.5	5.6%	i	-6.7%	-2.3%
COc1ccc(OC)c(C(c2nnnn2CC2CCCO2)N2CCN(C)CC2)c1 (stereo not given)	8.2%	-5.0%	1.1	3.1%	7.9	-17.7	-5.9%	i	-1.3%	2.2%
CN(C)c1nnc(-c2ccc(Cl)cc2)o1	-0.4%	-9.3%	1.1	14.7%	-13.1	-15.8	3.4%	i	-9.5%	2.9%
COc1cccc(C2(O)CCN(C(=O)C(C)C)CC2)c1	·	-2.6%	·	4.7%	·	·	·	i	·	-2.6%
Cc1nc(SCC(=O)NC2CCCCC2)[nH]c(=O)c1C	·	-3.2%	·	-1.4%	·	·	·	i	·	-4.4%
Cc1ccc2[nH]c(=O)c3cc(C(=O)N(C)c4ccccc4C)sc3c2c1	·	-8.5%	·	10.9%	·	·	·	i	·	0.8%
O=C(CSc1nnc(-c2ccccc2O)n1Cc1ccccc1)NNC(=O)c1ccccc1O	3.0%	-2.0%	2	62.7%	10.4	0.9	-14.8%	i	-2.8%	130µM*
CC(=O)c1ccc(NC(=S)Nc2ccc3[nH]c(=O)[nH]c3c2)cc1	-2.6%	-5.1%	1.1	-5.1%	-8.4	3.3	2.4%	i	-8.7%	7.8%
Cc1nn(-c2ccccc2Cl)c(Cl)c1/C=C(\C#N)C(N)=O	5.0%	-2.9%	1	17.1%	-7.3	-11.5	0.1%	i	-2.0%	2.6%
Cc1nc2ccccn2c1-c1ccnc(SCc2ccc(Cl)cc2)n1	·	-10.6%	·	-0.2%	·	·	·	i	·	5.1%

Whole records from above. Order of screens: human PMI inhibition, LYP inhibition, TNAP activation fold, P. falciparum M17LAP, WT yeast gro inh, WT yeast gro inh mutant strain, human PMI inhibitors, Yfh1-off respiration, XIAP displacement, P. falciparum M1AAP
Shown for Cc1ccc2[nH]c(=O)c3cc(C(=O)N(C)c4ccccc4C)sc3c2c1 = ·, -8.5%, ·, 10.9%, ·, ·, ·, i, ·, 0.8%
Shown for Cc1nc2ccccn2c1-c1ccnc(SCc2ccc(Cl)cc2)n1 = ·, -10.6%, ·, -0.2%, ·, ·, ·, i, ·, 5.1%
Shown for O=C(Nc1ccc(Cl)c([N+](=O)[O-])c1)c1cnccn1 = 7.0%, 0.1%, 1, 9.6%, 7.3, 2.6, 19.5%, i, -3.0%, 9.2%
Shown for COc1cccc(C2(O)CCN(C(=O)C(C)C)CC2)c1 = ·, -2.6%, ·, 4.7%, ·, ·, ·, i, ·, -2.6%
